Screening data (PubChem BioAssay)
HttQ103 aggreg – inhibitors of mutant huntingtin aggregate formation in PC12 cells. 220,000 compounds, 1.1% hits. PC12 HttQ103-GFP aggregates, Acumen cytometry, 40 h. AID 1688. Potency, µM (series often up to 46.1 µM), inactives show top-dose activity change, negative = inhibition, actives largely listed as inhibitors; note: potency is the fitted concentration of half-maximal effect; % is set by controls: 0 for no effect and ±100 for the full control effect; nearly all actives have a fitted effect of over 60% in size
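Using laser scanning cytometry, GFP-positive aggregates were counted after lysis of PC12 cells induced with 100 nM tebufenozide to express HTT exon 1 Q103–GFP. Compounds were tested in titration.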
GAA spleen mod – lysosomal alpha-glucosidase (human) modulation; P10253; human spleen homogenate, 4-MU-alpha-glucoside fluorescence; Potency, µM (top dose mostly 79.9 µM), for inactives: at the top dose activity change, negative = inhibition, most hits filed as inhibitors; 240,000 compounds, 0.006% hits; AID 2112;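 note: potency is the fitted concentration of half-maximal effect; 0% = enzyme with vehicle and -100% = no enzyme basal signal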
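Human spleen homogenate (1 ug) with 4-methylumbelliferyl-alpha-D-glucopyranoside (1 mM final) in 50 mM citrate/phosphate pH 5.0, 0.01% Tween-20; 40 min at 37 C. Stopped at pH 10; 4-MU fluorescence Ex 365/Em 440 nm; AC50 by Hill fit.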
CBFb RUNX1 block – blocks binding between human CBF-beta and RUNX1. AID 1477. Potency, µM (titrated, usually from 59.8 µM), inactives show top-dose activity, negative = inhibition, hits mostly inhibitors. Q01196+Q13951. 230,000 tested, under 10 active. AlphaScreen CBFb-His/RUNX1-biotin binding, biochemical; note: % of control where 0% means no effect
Target sequence (Q01196 whole entry, looked up): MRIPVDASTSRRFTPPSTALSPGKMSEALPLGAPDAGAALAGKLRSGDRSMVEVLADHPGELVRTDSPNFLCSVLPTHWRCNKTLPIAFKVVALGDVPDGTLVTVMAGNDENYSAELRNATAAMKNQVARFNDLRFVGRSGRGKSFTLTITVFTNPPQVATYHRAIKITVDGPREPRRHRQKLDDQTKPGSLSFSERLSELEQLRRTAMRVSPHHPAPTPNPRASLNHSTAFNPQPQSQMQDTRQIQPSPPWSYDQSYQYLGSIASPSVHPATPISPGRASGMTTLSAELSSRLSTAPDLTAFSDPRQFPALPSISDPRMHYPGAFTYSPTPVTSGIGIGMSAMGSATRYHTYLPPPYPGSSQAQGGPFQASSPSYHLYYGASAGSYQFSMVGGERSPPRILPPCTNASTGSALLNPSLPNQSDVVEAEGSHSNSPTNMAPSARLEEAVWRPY
Target sequence (Q13951 whole entry, looked up): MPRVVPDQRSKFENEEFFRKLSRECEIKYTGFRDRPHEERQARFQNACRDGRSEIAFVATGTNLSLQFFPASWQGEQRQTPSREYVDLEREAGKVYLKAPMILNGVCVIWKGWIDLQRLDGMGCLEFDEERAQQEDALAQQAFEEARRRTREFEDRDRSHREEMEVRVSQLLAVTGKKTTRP
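Compounds were screened at multiple concentrations against a preformed CBF-beta(His)/RUNX1(biotin) complex (30 nM of each) for 15 min at room temperature, followed by 90 min with nickel and streptavidin beads and AlphaScreen reading.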
Lamin A splicing – LMNA splicing modulation. HeLa LMNA splicing GFP/RFP minigene ratio, 48 h. Potency, µM (series often up to 46.1 µM), inactives show top-dose ratio change, negative = inhibition, hits mostly inhibitors. 200,000 compounds, 0.01% hits; active = well fitted inhibition curve with a large enough effect in the signal ratio, with a control signal flat, not every such curve was filed as active; inconclusive = small, poorly fitted or top-dose-only effect, or effect the other way, or a change in a side signal; the % refers to the signal ratio; note: potency is the fitted concentration of half-maximal effect; % is set by controls: 0 for no effect and ±100 for the full control effect
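S3 HeLa cells stably expressing lamin A-EGFP splicing minigene plus DsRed2, 600 cells/well, 48 h compound exposure at 37C. Laser-scanning cytometry; analysed as GFP (500-530 nm)/RFP (575-640 nm) total intensity ratio; 0.5% DMSO vehicle.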
GAA inh – alpha-glucosidase (human) inhibition. P10253. purified human GAA, 4-MU-alpha-glucoside fluorescence. Potency, µM (series often up to 76.9 µM), inactives show at the highest dose activity change, negative = inhibition, actives largely listed as inhibitors. 200,000 compounds, 0.005% hits;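 note: potency is the fitted concentration of half-maximal effect; plate controls were uninhibited enzyme wells for no effect and no-enzyme background for full effect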
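Human alpha-glucosidase, 4 nM, pre-mixed with test compounds before 400 uM 4-methylumbelliferyl substrate; 20 min room temperature at pH 5.0. Fluorescence read after pH 10 stop; AC50 values from Hill-equation fits.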
GAA glycogen mod – GAA glycogen-cleavage inhibition or activation; P10253; recombinant GAA, glycogen substrate, Amplex Red glucose oxidase fluorescence; Potency, µM (doses to about 76.4 µM), inactives show at the top dose activity change, negative = inhibition, actives largely listed as inhibitors; 300,000 compounds, 0.38% hits;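 note: potency is the fitted concentration of half-maximal effect; 0% = full enzyme reaction and -100% = no-enzyme basal signal; the screen sought inhibitors and activators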
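Recombinant enzyme (4 nM final) with compounds titrated up to 77 uM and bovine liver glycogen (30 ug) in citrate pH 5.0, 0.01% Tween-20, 37 C 40 min. Released glucose detected by Amplex Red/glucose oxidase (Ex 573/Em 610); AC50 from Hill fits.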
HTT cytoprotect – cytoprotection in Huntington HTT-Q103 PC12 cell model; PC12 HTT-Q103 induced, cytoprotection, ATP luminescence, 40 h; Potency, µM (highest dose often 56.4 µM), for the others: cytoprotection (ATP increase), most hits filed as activators; 230,000 compounds, 0.14% hits; AID 1471;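 note: potency is the fitted concentration of half-maximal effect; % of control where 0% means no effect; nearly all actives have a fitted effect of over 45% in size; toxic huntingtin expression switched on by the ecdysone agonist tebufenozide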
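Stable PC12 Q103-GFP cells in serum-supplemented, phenol red-free DMEM; induction by tebufenozide at 100 nM final; compound dose series; cell viability quantified luminescently from ATP.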
Active calls of the source: *; ? = inconclusive; . = no result given; & = joins results of further samples; [ ] = remark or other dose. Unless noted, calls come from the whole dose curve; as a rule, active = well fitted curve in the direction sought with a large enough effect; inconclusive = small, poorly fitted or top-dose-only effect, or another doubt; inactive = no such curve, though single readings can be large; an effect the other way counts as inactive or inconclusive.

SMILES	HttQ103 aggreg	GAA spleen mod	CBFb RUNX1 block	Lamin A splicing	GAA inh	GAA glycogen mod	HTT cytoprotect
O=C1c2ccccc2C(=O)c2c1cccc2N1CCN(CCO)CC1	-17%	-1%	-10%	-8%	7%	-5%	-35%
CCCCc1nc2c(c3c1C[C@H](C)OC3)CN(C(=O)Nc1cccc(C#N)c1)CC2	.	-5%[17.4 µM]	7%[13.1 µM]	?	.	.	-14%[10 µM]
Cc1ccc(CN2CCN(/N=C/C(Br)=C\c3ccccc3)CC2)cc1	11%[9.22 µM]	-10%	5%	.	.	-6%	19%[10 µM]
Cc1cccc(-c2cc(C(=O)NCc3ccccn3)c3ccccc3n2)c1	-2%	-3%	-3%	?	-14%	9%	-1%[10 µM]
CCOC(=O)C1=C(CS(=O)(=O)c2ccccc2)NC(=O)NC1c1ccccc1OCC (stereo not drawn)	-7%	1%	2%	3%	-3%	5%	8%
O=C(Cn1ncc2c3ccccc3n(Cc3ccccc3)c2c1=O)NCc1ccco1	10%[9.22 µM]	-7%	24%	.	.	9%	2%[10 µM]
O=C(NNC(=O)C1CC2CCC1C2)c1ccccc1 (stereo not drawn)	5%	-5%	1%	-9%	6%	0%	17%[10 µM]
CNC(=O)c1ccccc1NC(=O)c1ccco1	5%	-9%	-3%	1%	3%	-2%	7%[10 µM]
C#CCNc1c2c(nc3ncnn13)CC(C)CC2 (stereo not drawn)	38%[9.22 µM]	1%	13%	.	.	2%	-5%[10 µM]
O=S(=O)(c1ccc(-c2ccon2)s1)N1CCN(CCN2CCOCC2)CC1	1%[9.22 µM]	-2%	5%	.	.	0%	-2%[10 µM]
C=C(C)CN(CC)C(=O)CC1C(=O)NCCN1C (stereo not drawn)	-11%[9.22 µM]	-1%	3%	-2%[46 µM]	1%	9%	-21%[10 µM]
O=C1NC(=Nc2ccccc2)S/C1=C\c1cccs1	-14%[9.22 µM]	-12%	-12%	.	.	0%	7%[10 µM]
O=S(=O)(Cc1ccccc1)c1nc2ccccc2n1Cc1ccccn1	-7%	-1%	-9%	.	3%	6%	15%
O=C(Nc1ccnc(-c2ccncc2)n1)c1cccs1	13%	-6%	-11%	19%[46 µM]	-9%	7%	-18%[10 µM]
c1c2c(cc3sc(N4CCCCC4)nc13)OCCO2	-2%	-3%	-1%	?	-6%	-16%	.
CC(Nc1oc(-c2ccccc2)nc1-c1ccccc1)c1ccccc1 (stereo not drawn)	.	7%&-7%	19%&5%	.	.	.	?
COc1ccc(/C=C/C(=O)c2ccccc2)cc1COc1ccc(F)cc1	-5%	0%	-2%	13%	-10%	-1%	-10%
Cn1c(CN2CCOCC2)nc2cc(NC(=O)COc3ccc([N+](=O)[O-])cc3)ccc21	4%	0%	-1%	.	5%	-2%	-5%[10 µM]
COc1c([N+](=O)[O-])c(=O)n(-c2ccccc2)c2ccccc12	20%	-2%	-1%	?	0%	4%	.
O=C(CCCc1ccccc1)Nc1ccc2c(c1)OCCO2	11%[9.22 µM]	2%	-1%	.	2%	11%	-20%[10 µM]
COc1ccc(-c2cc(C(=O)N3CCN(c4ccccc4)CC3)no2)cc1OC	8%	-2%	-17%	-12%	-8%	-4%	16%
Cc1[nH]n2cnnc2c(=O)c1Br	-18%[9.22 µM]	-3%	9%	.	.	1%	-13%[10 µM]
COc1ccc(/C=C/C(=O)C2CC2)cc1COc1c(C)cccc1C	10%	0%	12%	.	-2%	1%	-68%[inhibitor]
CCN(CC)S(=O)(=O)c1ccc(C)c(NC(=O)COc2ccc3c(C)cc(=O)oc3c2)c1	-7%	-6%	11%	-6%	-10%	14%	8%[1.9 µM]
COc1ccc(/C(C)=C2/SC(=S)N(CCC(=O)O)C2=O)cc1	0%[9.22 µM]	-2%	-3%	20%	-7%	1%	-7%
COc1cc(CC(=O)O)c(C(C)=O)cc1OC	-7%	-11%	-1%	12%	-8%	-6%	-3%
Cc1ccc(C(=O)OCC(=O)NCc2cccs2)c(C)c1	6%	2%	4%	3%[46 µM]	6%	-5%	-27%
Cc1cc(=O)[nH]c(SCC(=O)NCC2CCCCC2)c1C#N	-10%	7%	-8%	-16%[46 µM]	7%	-8%	-28%
COc1ccc2c(c1OC)C(=O)N(c1cccc(C)c1)C2	-14%	-15%	-3%	-2%	?	-5%	-87%[inhibitor]
CC(C)c1ccc(NC(=O)NC2CC3CCC(C2)N3Cc2cccs2)cc1 (stereo not drawn)	-10%	6%	5%	.	-4%	-14%	-17%

Nothing new here: entries from further up.
SMILES	HttQ103 aggreg	GAA spleen mod	CBFb RUNX1 block	Lamin A splicing	GAA inh	GAA glycogen mod	HTT cytoprotect
COc1ccc(/C=C/C(=O)C2CC2)cc1COc1c(C)cccc1C	10%	0%	12%	.	-2%	1%	-68%[inhibitor]
CCN(CC)S(=O)(=O)c1ccc(C)c(NC(=O)COc2ccc3c(C)cc(=O)oc3c2)c1	-7%	-6%	11%	-6%	-10%	14%	8%[1.9 µM]
COc1ccc(/C(C)=C2/SC(=S)N(CCC(=O)O)C2=O)cc1	0%[9.22 µM]	-2%	-3%	20%	-7%	1%	-7%

Following part.
SMILES	HttQ103 aggreg	GAA spleen mod	CBFb RUNX1 block	Lamin A splicing	GAA inh	GAA glycogen mod	HTT cytoprotect
COc1cc(CN2CCN(Cc3ccc(SC)cc3)CC2)cc(OC)c1O	6%[9.22 µM]	-13%	4%	?	14%	?	-14%[10 µM]
Cc1cc(NC(=O)Nc2cccc(C(F)(F)F)c2)n(C)n1	-3%	8%	7%	.	-9%	1%	-22%
NS(=O)(=O)c1ccc(NC(=O)N[C@@H](Cc2ccccc2)C(=O)O)cc1	-28%	7%	4%	-1%	3%	1%	38%[10 µM]
O=C(CCn1ccc([N+](=O)[O-])n1)Nc1nccs1	.	2%	0%	-14%[46 µM]	5%	18%	.
COc1ccc(-n2c(=O)c(-c3cccs3)nc3cnc(N(C)C)nc32)cc1	.	-6%	.	3%	.	.	36%
CCN(CC)S(=O)(=O)c1ccc(OC)c(-n2cnnn2)c1	6%[9.22 µM]	5%	12%	9%[46 µM]	7%	1%	28%[10 µM]
CCN(Cc1cc(=O)n2ccsc2n1)Cc1nc2ccccc2c(=O)[nH]1	7%	-4%	-7%	3%[46 µM]	9%	1%	-39%[inhibitor]
CCCCNC(=O)c1cccnc1SCC(=O)Nc1ccccc1OC	?	-1%	0%	-17%	4%	-5%	8%[10 µM]
O=C(O)CCCC(=O)Nc1cccc2cccnc12	?	0%	4%	-4%	-1%	-3%	-13%
COc1cccc(NC(=O)c2oc3ccccc3c2NC(=O)C2CC2)c1	-20%	5%	16%	?	3%	-3%	13%[10 µM]
O=C(Nn1c(SCc2ccc(F)cc2)nc2ccsc2c1=O)c1ccccc1	-8%	5%	-4%	?	1%	2%	9%[10 µM]
O=C(Nn1cnnc1)c1ccccc1CCc1ccccc1	0%	-10%	7%	4%	-8%	5%	-14%
O=C1/C(=N/n2cnnc2)c2ccccc2N1Cc1ccccc1	2%	-5%	0%	21%	-14%	7%	-20%
CCOC(=O)Cc1csc(NC(=O)CSc2nc3sc(C(=O)O)c(C)c3c(=O)[nH]2)n1	-12%	1%	9%	2%	1%	5%	5%
Cc1cc(=O)[nH]c(SCCOc2ccc3c(c2)CCC3)n1	4%	-6%	15%	5%	-1%	-2%	0%
O=C(O)CC(c1ccc(Cl)cc1)N1C(=O)CCC1=O (stereo not drawn)	5%	-6%	3%	1%	-1%	-8%	0%
C=CCOc1ccc(CNc2nn[nH]n2)cc1OC	28%	-9%	0%	13%	-1%	-12%	-10%
Cc1ccc(S(=O)(=O)NN2C(=O)c3ccccc3NC2c2ccccc2)cc1 (stereo not drawn)	-22%	1%	5%	8%[46 µM]	3%	-1%	-7%
Cc1ccc(CCNC(=O)CCNS(=O)(=O)c2ccc3c(c2)c(=O)n(C)c(=O)n3C)cc1	7%	-1%	-1%	3%	0%	4%	-16%
O=C1/C(=C/c2cccnc2)SC(=S)N1Nc1ccccc1	-7%[9.22 µM]	-4%	-1%	.	.	-17%	26%[10 µM]
COC(=O)c1cccc(C23CC4(C2)[C@H](CN(CC2CCCCC2)[C@@H]4c2ccccc2)C3c2ccccc2)c1 (stereo partly drawn)	-26%[9.22 µM]	1%&12%	-10%&5%	.	.	1%	-43%[inhibitor]
COc1ccccc1/C=N/NC(=O)CC(=O)NCc1cccnc1	2%	-4%	0%	-5%	?	10%	2%[1.9 µM]
O=S(=O)(NCc1cccnc1)c1cc(Cl)ccc1Cl	11%	1%	0%	-2%	-1%	2%	-16%[0.074 µM]
NC(=O)C1(N2CCCCC2)CCN(Cc2ccccc2Cl)CC1	-14%	-10%	2%	5%	-3%	4%	-6%[0.074 µM]
CN(Cc1ccccc1)C(=O)CN1CCN(C(c2ccccc2)c2ccccc2)CC1	-11%	1%	-5%	-30%[46 µM]	-5%	-2%	-15%
CCCCc1ccc(N2C(=O)[C@@H]3C(CC(N)=O)NC4(C(=O)Nc5ccc(F)cc54)[C@@H]3C2=O)cc1 (stereo partly drawn)	18%	-6%	2%	-8%	-5%	-11%	-15%
COc1cc(C2NC(C(=O)O)CS2)ccc1OCc1ccccc1C#N (stereo not drawn)	12%	-6%	14%	6%	-4%	26%	15%
FC(F)(F)c1cccc(CON=C2CCN(c3ncc(C(F)(F)F)cc3Cl)CC2)c1	-16%	1%	6%	-10%	-6%	-9%	16%
CCOC(=O)CC1=C(C(=O)OCC)C(c2ccc(OC)cc2OC)C(C#N)=C(N)O1 (stereo not drawn)	2%	4%	-5%	4%	0%	-17%	-46%[inhibitor]
Cc1sc2c(c1C)CN(C1CC(C)(C)NC(C)(C)C1)CN2C(=O)c1ccco1	?	-5%	4%	-4%	-6%	?	-16%
CC(=O)N1CCC(=NNC(=O)c2cccs2)CC1	-24%	1%	0%	-2%	3%	8%	.
Cc1nc(Nc2cccc(C(C)O)c2)c2nnn(Cc3ccccc3F)c2n1 (stereo not drawn)	-6%[9.22 µM]	-6%	5%	5%[46 µM]	1%	-3%	-16%[10 µM]
CCN(Cc1ccccc1)C(c1cccc(C#N)c1)c1nnnn1C(C)(C)C (stereo not drawn)	?	-8%	10%	?	-4%	-5%	6%[10 µM]
Cc1ccc(-c2cc(C(=O)N3CCN(C(=O)c4ccco4)CC3)no2)cc1	13%	1%	-1%	-5%	7%	0%	13%[1.9 µM]
Clc1ccc(-c2nn3c(-c4cccc(Cl)c4)nnc3s2)cc1	13%	-7%	8%	-2%	-2%	6%	-3%
